Assay outcomes: PubChem BioAssay, Broad Institute
IDH1 mut inh: inhibitors of IDH1 R132H reductase, primary screen, biochemical, plate reader, single point. inhibition, % at 10 µM. AID 624101, 2012. Isocitrate dehydrogenase [NADP] cytoplasmic (Homo sapiens), O75874. diaphorase/resazurin fluorescence, 60 min. hit rate 0.18% among 70,000; in the data active = inhibition above about 34%;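 also: 0% = DMSO and 100% = no enzyme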
Target sequence (O75874 whole entry R132H): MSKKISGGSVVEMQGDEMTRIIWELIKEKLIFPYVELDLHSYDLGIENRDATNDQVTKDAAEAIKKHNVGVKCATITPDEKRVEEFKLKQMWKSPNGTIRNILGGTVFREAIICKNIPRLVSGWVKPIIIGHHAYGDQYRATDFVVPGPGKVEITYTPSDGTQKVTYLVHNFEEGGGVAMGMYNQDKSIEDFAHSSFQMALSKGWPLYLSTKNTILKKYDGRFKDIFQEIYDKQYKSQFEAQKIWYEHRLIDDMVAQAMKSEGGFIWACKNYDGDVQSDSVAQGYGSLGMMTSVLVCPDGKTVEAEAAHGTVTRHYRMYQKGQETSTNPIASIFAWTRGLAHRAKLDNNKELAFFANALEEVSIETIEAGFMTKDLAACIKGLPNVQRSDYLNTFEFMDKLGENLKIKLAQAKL
PRC2 inh: EZH2/PRC2 methyltransferase inhibitors, primary screen, biochemical, DELFIA time-resolved fluorescence, single point. Histone-lysine N-methyltransferase EZH2 (Homo sapiens), Q15910. PRC2 H3K27 methylation, DELFIA TRF, 1 h. inhibition, % at 12.5 µM. hit rate 0.35% among 57,000. AID 651548, 2012;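 active = mean inhibition of replicates at least 50% and every single replicate also reaching 50%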;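 also: dimethyl H3K27 on biotinylated H3 21-44 peptide detected by antibody; plate controls were median neutral control wells for no effect and median positive control wells for full effect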
Starred values were filed as active, the others as inactive; . = not tested or not shown; & = joins results of further samples. This is a subset (hit frequency here may not be typical).

Structure | IDH1 mut inh | PRC2 inh
CO[C@@H]1CN(C)C(=O)c2cc(NC(C)=O)ccc2OC[C@H](C)N(CC2CC2)C[C@@H]1C | -0.2 | -4.8
C[C@@H]1CCCCO[C@@H](CN(C)C(=O)Cc2ccccc2)[C@H](C)CN([C@H](C)CO)C(=O)c2cc(NC(=O)Nc3ccccc3)ccc2O1 | 1.6 | .
COCC(=O)N(C)C[C@@H]1Oc2ncc(C#CC3(O)CCCC3)cc2C(=O)N([C@H](C)CO)C[C@H]1C | -1.6 | -6.3
COc1ccc(S(=O)(=O)Nc2ccc3c(c2)C(=O)N([C@H](C)CO)C[C@@H](C)[C@@H](CN(C)C(=O)Nc2ccc(F)cc2)O3)cc1 | -8.5 | .
CNC[C@@H]1OCCCC[C@H](C)Oc2ccc(NS(=O)(=O)c3ccc(C)cc3)cc2C(=O)N([C@@H](C)CO)C[C@H]1C | . | 9.1
CSc1ccccc1NC(=O)C(C)N(c1ccc(C)cc1)S(C)(=O)=O (stereo not given) | -0.1 | 4.5
C[C@@H]1CN([C@@H](C)CO)C(=O)c2cccc(N(C)C)c2O[C@H]1CN(C)C(=O)Nc1ccccc1 | -0.2 | -2.7
C[C@H](CO)N1C[C@H](C)[C@@H](CN(C)S(C)(=O)=O)Oc2ncc(C#Cc3ccc(F)cc3)cc2C1=O | 0.4 | -5.0

Following part:
Structure | IDH1 mut inh | PRC2 inh
C[C@@H]1CCCCO[C@@H](CN(C)C(=O)Nc2ccc(C(F)(F)F)cc2)[C@H](C)CN([C@@H](C)CO)C(=O)c2cc(NS(=O)(=O)c3cccs3)ccc2O1 | -0.1 | .
COc1ccc(S(=O)(=O)N[C@@H]2CC[C@H](CCNC(=O)c3ccccc3F)O[C@@H]2CO)cc1 | -0.1 | -1.6
C[C@@H]1CN([C@H](C)CO)C(=O)CCCn2cc(nn2)CO[C@@H]1CN(C)C(=O)Nc1ccc(-c2cccs2)cc1 | -2.6 | .
CC(=O)NCCc1nc2cc(NC(=O)c3ccccc3)ccc2n1C | 0.2 | -9.7
C[C@@H]1CN([C@@H](C)CO)C(=O)c2cc(NS(=O)(=O)c3cccs3)ccc2O[C@@H]1CN(C)S(=O)(=O)c1ccc(F)cc1 | 0.3 | .
Cc1noc(C)c1NC(=O)N(C)C[C@H]1Oc2ccc(NC(=O)Cc3ccccc3)cc2C(=O)N([C@H](C)CO)C[C@H]1C | -0.5 | -4.8
C/C=C/c1cnc2c(c1)C(=O)N([C@H](C)CO)C[C@H](C)[C@H](CN(C)Cc1ccccc1)O2 | 0.3 | 7.6
CC(C)NC(=O)N(C)C[C@H]1Oc2ccc(NC(=O)Cn3cnnn3)cc2CC(=O)N([C@@H](C)CO)C[C@@H]1C | 0.1 | .

Continued:
Structure | IDH1 mut inh | PRC2 inh
CO[C@H]1CN(C)C(=O)c2cc(NC(=O)C3CCC3)ccc2OC[C@@H](C)N(Cc2nccs2)C[C@H]1C | 0.5 | -4.7
COc1ccc2[nH]cc(CCNC(=O)Nc3ccc(Cl)c(Cl)c3)c2c1 | 0.0 | 12.3
C[C@@H]1CN([C@@H](C)CO)C(=O)c2cc(C#Cc3ccccn3)cnc2O[C@H]1CN(C)CC1CCOCC1 | 0.6 | .
COc1ccccc1NC(=O)CSc1nc2cc3ccccc3cc2[nH]1 | -0.4 | 6.8
CN(C)CC(=O)N[C@@H]1CC[C@@H](CCNC(=O)Nc2ccc(F)cc2)O[C@@H]1CO | -0.2 | -7.4
CO[C@H]1CN(C)C(=O)c2ccc(NC(C)=O)cc2OC[C@@H](C)N(Cc2ccccn2)C[C@H]1C | 0.2 | 6.4
C[C@H](CO)N1C[C@H](C)[C@@H](CN(C)S(=O)(=O)c2ccc(F)cc2)Oc2ccc(NS(=O)(=O)c3cn(C)cn3)cc2CC1=O | -0.8 | .
C[C@@H]1CN([C@@H](C)CO)C(=O)c2cc(C#CC3CCCC3)cnc2O[C@H]1CN(C)Cc1ccncc1 | 7.1 | .

Additional compounds follow.
Structure | IDH1 mut inh | PRC2 inh
CCOC(=O)c1c(NC(=O)c2nc3nc(C)cc(C(F)F)n3n2)sc2c1CCCC2 | 0.4 | 0.6
O=C(NCc1cccnc1)C1CC(c2cccc(Br)c2)=NO1 (stereo not given) | -0.1 | -15.1
Cc1noc(C)c1S(=O)(=O)N(C)C[C@@H]1OCCCC[C@@H](C)Oc2ccc(NC(=O)Nc3ccc(F)cc3)cc2C(=O)N([C@H](C)CO)C[C@H]1C | 1.0 | .
COC(=O)C1=CO[C@@H](O[C@@H]2O[C@H](CO)[C@@H](O)[C@H](O)[C@H]2O)[C@H]2[C@@H]1C=CC21C=C(C(C)O)C(=O)O1 (stereo not given in full) | -0.1 | 12.7
COc1ccc(S(=O)(=O)Nc2ccc3c(c2)C(=O)N([C@H](C)CO)C[C@@H](C)[C@H](CN(C)C(=O)Nc2cccc4ccccc24)OCCCC[C@@H](C)O3)cc1 | -1.0 | .
C[C@H](NC(=O)C[C@H]1C[C@H]2c3cc(NS(=O)(=O)c4ccc(F)cc4)ccc3O[C@H]2[C@H](CO)O1)c1ccccc1 | -0.3 | 2.0
Cc1ccc(-c2ccc3c(c2)O[C@H](CN(C)C(=O)C2CC2)[C@H](C)CN([C@@H](C)CO)S3(=O)=O)cc1 | . | -15.4
CC(=O)Nc1ccc(Br)cc1C(=O)OCc1cccc([N+](=O)[O-])c1 | 0.6 | -1.0

(cont.)
Structure | IDH1 mut inh | PRC2 inh
C[C@@H]1CN([C@H](C)CO)C(=O)c2cc(C#CCN(C)C)cnc2O[C@@H]1CN(C)C(=O)Cc1ccccc1 | -0.1 | 1.6
CCCN(C)C[C@H]1Oc2ncc(-c3ccccc3OC)cc2C(=O)N([C@@H](C)CO)C[C@H]1C | 0.0 | -12.0
N#Cc1ccccc1CSc1nnc(-c2ccccc2)n1-c1ccccc1 | -0.3 | 13.5
Cc1c(NC(=O)CN(c2cc(Cl)ccc2Cl)S(C)(=O)=O)c(=O)n(-c2ccccc2)n1C | 0.4 | 5.7
C[C@@H]1CN([C@@H](C)CO)C(=O)c2cccc(NC(=O)c3nc4ccccc4s3)c2O[C@H]1CN(C)C(=O)NC1CCCCC1 | -1.8 | .
Cc1ccc(S(=O)(=O)N(C)C[C@H]2OCc3cn(nn3)CCCC(=O)N([C@H](C)CO)C[C@H]2C)cc1 | 0.4 | -0.7
COc1ccc(NC(=O)N(C)C[C@@H]2OCc3cnnn3CCCC(=O)N([C@@H](C)CO)C[C@@H]2C)c(OC)c1 | -2.6 | .
COc1cccc(CNC(=O)C[C@H]2CC[C@@H](NC(=O)C3CCOCC3)[C@@H](CO)O2)c1 | -0.2 | -10.7

(next part)
Structure | IDH1 mut inh | PRC2 inh
COCC(=O)Nc1ccc2c(c1)OC[C@H](C)N(Cc1ccccc1F)C[C@@H](C)[C@H](OC)CN(C)C2=O | 0.0 | -9.0
CNC[C@H]1Oc2ncc(C3=CCCCC3)cc2C(=O)N([C@@H](C)CO)C[C@H]1C | 0.7 | 2.7
Cc1ccc(S(=O)(=O)N(C)CC(=O)Nc2ccc3ccccc3c2)cc1 | -0.2 | 6.7
CCS(=O)(=O)NCC[C@@H]1CC[C@@H](NS(=O)(=O)c2ccccc2C)[C@H](CO)O1 | 0.0 | -12.8
C[C@H]1CN([C@@H](C)CO)C(=O)c2cc(C#Cc3ccccc3F)cnc2O[C@@H]1CN(C)C(=O)C1CCCCC1 | -3.3 | -15.7
COc1ccc(C(=O)NC(=S)NCc2cccnc2)cc1[N+](=O)[O-] | 0.0 | 1.7
CN1CCN(C(=O)C[C@@H]2C[C@H]3c4cc(NC(=O)Nc5ccccc5)ccc4O[C@H]3[C@H](CO)O2)CC1 | -0.1 | -6.5
C[C@@H]1CN([C@H](C)CO)C(=O)c2cc(NC(=O)Nc3ccc(C(F)(F)F)cc3)ccc2O[C@@H]1CN(C)CC1CC1 | 2.5 | -22.3

More entries:
Structure | IDH1 mut inh | PRC2 inh
O=C(NC1CCCC1)N[C@@H]1C=C[C@@H](CC(=O)N2CCOCC2)O[C@@H]1CO | -0.2 | 0.9
CO[C@@H]1CN(C)C(=O)c2ccc(NC(=O)C3CC3)cc2OC[C@H](C)N(C(=O)NC(C)C)C[C@@H]1C | 0.1 | -1.6
COCC(=O)N(C)C[C@H]1Oc2ncc(C#CC3(O)CCCC3)cc2C(=O)N([C@@H](C)CO)C[C@H]1C | 12.6 | 5.1
Cc1ccc(-c2ccc3c(c2)O[C@H](CN(C)C(=O)CC2CC2)[C@@H](C)CN([C@H](C)CO)S3(=O)=O)cc1 | -0.6 | -0.3
CCC(=O)N(C)C[C@H]1Oc2cc(-c3ccccc3)ccc2S(=O)(=O)N([C@H](C)CO)C[C@@H]1C | 0.2 | -14.6
CCCNC(=O)N(C)C[C@H]1Oc2ncc(-c3ccncc3)cc2C(=O)N([C@H](C)CO)C[C@@H]1C | -2.0 | 0.7
CO[C@H]1CN(C)C(=O)c2cc(NS(=O)(=O)c3ccccc3F)ccc2OC[C@H](C)NC[C@@H]1C | -0.1 | -2.8
COC(=O)c1cc(OC)c(OC)cc1NC(=O)COc1ccc(Br)c(C)c1 | -0.1 | 2.6

Compound profiles, from the list above. Screens in order: IDH1 mut inh | PRC2 inh
Listed for `O=C(NC1CCCC1)N[C@@H]1C=C[C@@H](CC(=O)N2CCOCC2)O[C@@H]1CO` → -0.2 | 0.9
Listed for `CCCNC(=O)N(C)C[C@H]1Oc2ncc(-c3ccncc3)cc2C(=O)N([C@H](C)CO)C[C@@H]1C` → -2.0 | 0.7
Listed for `CCC(=O)N(C)C[C@H]1Oc2cc(-c3ccccc3)ccc2S(=O)(=O)N([C@H](C)CO)C[C@@H]1C` → 0.2 | -14.6
Listed for `COC(=O)c1cc(OC)c(OC)cc1NC(=O)COc1ccc(Br)c(C)c1` → -0.1 | 2.6
Listed for `CO[C@@H]1CN(C)C(=O)c2ccc(NC(=O)C3CC3)cc2OC[C@H](C)N(C(=O)NC(C)C)C[C@@H]1C` → 0.1 | -1.6

The list goes on:
Structure | IDH1 mut inh | PRC2 inh
CCCN1C[C@H](C)[C@@H](OC)CN(C)C(=O)c2cc(NC(=O)c3ccno3)ccc2OC[C@@H]1C | -0.7 | 1.0
CN(C)C(=O)C[C@H]1CC[C@@H](NC(=O)C2CCC2)[C@@H](CO)O1 | 0.0 | 17.7
CC(C)CNc1nc(SCC(N)=O)nc(N2CCOCC2)n1 | -0.1 | -6.9
C[C@H](CO)N1C[C@H](C)[C@@H](CN(C)C)Oc2cc(C#CC3CC3)ccc2S1(=O)=O | -2.0 | 12.7
CC(C)C#Cc1cnc2c(c1)C(=O)N([C@H](C)CO)C[C@H](C)[C@@H](CN(C)Cc1ccccc1)O2 | -3.8 | 3.0
COc1ccc(Cl)cc1NC(=O)CSc1nc(N)cc(=O)[nH]1 | 0.7 | 9.4
C[C@H]1CN([C@@H](C)CO)C(=O)c2cc(NC(=O)c3ccncc3)ccc2O[C@H]1CN(C)Cc1ccccc1 | 0.5 | 7.3
C/C=C/c1ccc2c(c1)O[C@@H](CN(C)C(=O)c1cnccn1)[C@@H](C)CN([C@H](C)CO)S2(=O)=O | -0.3 | -1.0

Further records follow:
Structure | IDH1 mut inh | PRC2 inh
COc1ccccc1C(=O)NCCNC(=O)c1ccco1 | 0.2 | .
COC(=O)C[C@@H]1C[C@H]2c3cc(NS(C)(=O)=O)ccc3O[C@H]2[C@@H](CO)O1 | -0.2 | 3.8
Cc1ccc(S(=O)(=O)NCC[C@H]2CC[C@H](NC(=O)c3ccccn3)[C@@H](CO)O2)cc1 | -0.4 | 5.8
COc1ccc(CN(C)C[C@@H]2OCCCC[C@@H](C)Oc3ccc(NC(=O)Nc4ccccc4)cc3C(=O)N([C@@H](C)CO)C[C@H]2C)cc1 | 3.1 | .
O=C(C1=C[C@@H](C2CCCCC2)C[C@@H](OCCCCO)O1)N1CCOCC1 | . | -3.9
CO[C@H]1CN(C)C(=O)c2ccc(NC(=O)Nc3ccccc3)cc2OC[C@H](C)N(C(=O)Nc2c(C)noc2C)C[C@H]1C | -0.3 | -23.9
CC(=O)Nc1ccccc1C(=O)OCc1cccc(C(=O)c2ccccc2)c1 | 0.6 | 37.5
CCC(=O)OCC(=O)[C@@]1(OC(=O)CC)[C@@H](C)CC2C3CCC4=CC(=O)C=C[C@]4(C)C3(F)[C@@H](O)C[C@@]21C (stereo not given in full) | 0.1 | .

Additional structures:
Structure | IDH1 mut inh | PRC2 inh
C[C@H]1CN([C@@H](C)CO)C(=O)c2cc(N(C)C)ccc2O[C@H]1CN(C)CC1CCCCC1 | -1.5 | 3.8
COc1ccc(S(=O)(=O)N(C)C[C@@H]2Oc3c(NC(=O)c4cnccn4)cccc3C(=O)N([C@@H](C)CO)C[C@H]2C)cc1 | 1.5 | .
CCCC#Cc1cnc2c(c1)C(=O)N([C@H](C)CO)C[C@@H](C)[C@@H](CN(C)Cc1ccc(F)cc1)O2 | -1.4 | -11.1
COCC(=O)N(C)C[C@H]1Oc2ncc(Br)cc2C(=O)N([C@@H](C)CO)C[C@H]1C | . | 26.1&8.2
Cc1noc(C)c1S(=O)(=O)Nc1ccc2c(c1)CC(=O)N([C@@H](C)CO)C[C@H](C)[C@H](CN(C)C(=O)Nc1ccccc1)O2 | -1.1 | .
CCc1cc2c(SCC(=O)c3ccc(C)cc3)ncnc2s1 | 0.3 | 32.2
Cc1ccc(S(=O)(=O)Nc2ccc3c(c2)C(=O)N([C@H](C)CO)C[C@H](C)[C@@H](CN(C)C(=O)Nc2ccccc2)OCCCC[C@H](C)O3)cc1 | -2.2 | .
Cn1c(SCC(=O)n2c3c(c4ccccc42)CCCC3)nnc1-c1ccccc1 | -0.1 | 8.0
CO[C@H]1CC[C@H]2CCOc3c(C#N)cccc3C(=O)N(C)CC3(CCCCC3)CC(=O)N(C)C[C@H]1O2 | 0.0 | 3.1
